# Compound activity from PubChem BioAssay.
# Pf growth 48h: inhibits P. falciparum growth in the first generation, 48 h; 310,000 tested, 5.9% active; Potency, µM (highest dose often 28.7 µM), without a hit: at the top dose activity change, negative = inhibition, usual class: inhibitors; P. falciparum luciferase growth in erythrocytes, 48 h; also: potency is read from the fitted curve at half-maximal effect; % is scaled to controls: 0 for no effect and ±100 for the full control effect
#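 Luminescence readout; reporter = integrated firefly luciferase in P. falciparum. RBC culture at 2% hematocrit, 0.1% parasitemia final, 37 C/5% CO2; decreased signal taken as growth inhibition.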
# FBPA Giardia inh: blocks Giardia fructose-bisphosphate aldolase activity | Potency, µM (top dose mostly 59.6 µM), without a hit: top-dose activity, negative = inhibition, most hits filed as inhibitors | 290,000 tested, 0.71% active | purified Giardia FBPA | A8B2U2; also: potency is read from the fitted curve at half-maximal effect; % is scaled to controls: 0 for no effect and ±100 for the full control effect; nearly all actives have a fitted effect of over 55% in size
# Target sequence (A8B2U2 whole entry, looked up): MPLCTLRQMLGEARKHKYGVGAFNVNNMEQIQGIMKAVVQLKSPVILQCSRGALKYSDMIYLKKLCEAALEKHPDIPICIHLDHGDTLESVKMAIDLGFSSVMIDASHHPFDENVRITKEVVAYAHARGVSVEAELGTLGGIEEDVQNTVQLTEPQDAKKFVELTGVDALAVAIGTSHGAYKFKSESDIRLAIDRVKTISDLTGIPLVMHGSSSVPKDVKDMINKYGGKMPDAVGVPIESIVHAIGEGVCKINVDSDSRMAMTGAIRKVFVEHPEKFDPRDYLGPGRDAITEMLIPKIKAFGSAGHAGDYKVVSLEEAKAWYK
#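 Giardia FBPA (40 nM reagent) was preincubated 10 min at RT with compound (up to 57.5 uM final), then substrate plus GAPDH/TPI/NAD/arsenate coupling system with diaphorase/resazurin was added; resorufin fluorescence (525/598 nm) was read after 20 min.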
# Pf growth 96h: inhibits malaria parasite growth, 96 h; P. falciparum luciferase reporter growth, 96 h; Potency, µM (highest dose often 28.7 µM), for the others: top-dose activity change, negative = inhibition, usual class: inhibitors; 320,000 tested, 6.9% active; AID 504834; also: potency is read from the fitted curve at half-maximal effect; % is scaled to controls: 0 for no effect and ±100 for the full control effect
#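 Delayed-death screen, second-generation endpoint: infected erythrocytes, 2% hematocrit, 0.05% parasitemia final; 96 hours at 37 C, 5% CO2; luciferase detection reagent; luminescence decrease equals reduced growth.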
# Sm TGR inh: blocks Schistosoma mansoni thioredoxin glutathione reductase | Q962Y6 | purified TGR, DTNB reduction, TNB absorbance 405 nm | Potency, µM (titrated, usually from 114 µM), for the others: at the top dose activity change, negative = inhibition, most hits filed as inhibitors | 360,000 tested, 3% active | AID 485364; also: potency is read from the fitted curve at half-maximal effect; % is scaled to controls: 0 for no effect and ±100 for the full control effect; nearly all actives have a fitted effect of over 60% in size
#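 First, TGR (20 nM dispensed) and NADPH were mixed with compound. Second, a 15 min room-temperature incubation followed. Third, further NADPH and then DTNB were added to start the reaction. Finally, TNB absorbance was monitored kinetically.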
# Cycloheximide cs: counter-screen hit for Shiga toxin inhibitors, cycloheximide | 300,000 tested, 12% active | max response, % | cell reporter, cycloheximide protein synthesis inhibition counterscreen; in the data active = max response mostly above about 13%, no sharp cut-off; inactive = mostly below about 14%; also: read at 38.3 µM for the half of the compounds with a filed dose; 0% is about no effect
# Shiga toxin inh: blocks Shiga toxin action in Vero cells; 290,000 tested, 9.2% active; inhibition, % at 38.7 µM; AID 2315; Vero cells, Shiga toxin protein synthesis inhibition reporter; in the data active = inhibition mostly above about 28%, no sharp cut-off; inactive = mostly below about 43%; also: 0% is about no effect
# * hit, by the source's call; ? = inconclusive; nt = no result given; & = joins results of further samples; [ ] = remark or other dose. Unless noted, calls follow the shape of the dose curve; as a rule, active = well fitted curve in the direction sought with a large enough effect; inconclusive = small, poorly fitted or top-dose-only effect, or another doubt; inactive = no such curve, though single readings can be large; an effect the other way counts as inactive or inconclusive.
SMILES,Pf growth 48h,FBPA Giardia inh,Pf growth 96h,Sm TGR inh,Cycloheximide cs,Shiga toxin inh
Cc1c(Cl)c([N+](=O)[O-])nn1CCCC(=O)Nc1cc(Oc2ccccc2)cc([N+](=O)[O-])c1,-16%,-1%,?,1%,-3,-7
CCCCCC(=O)N/N=C/c1cc(Br)c(O)c(OC)c1,0%,-10%,-6%,-1%,-2,23
CCCN(C(=O)c1ccco1)c1nnc(-c2cccc(C)c2)s1,3%,-7%,30%,5%,61*,72*
COc1ccc(C(=O)Nc2nnc(S(=O)(=O)Cc3ccccc3)s2)cc1,2%,7%,26%,1%,-1,-2
COC(=O)c1ccc(C(C(=O)NC2CCCCC2)N(Cc2ccc(F)cc2)C(=O)Cc2cccs2)cc1 (configuration not stated),12µM*,-1%,?,-9%,-1,-6
Cc1ccc(-c2ccc(=O)n(CCC(=O)N3CCN(c4cccc(C)c4)C(C)C3)n2)cc1 (configuration not stated),?,0%,12%,0%,-4,-4
CCOC(=O)c1cnc2cc(C)ccn2c1=O,37%[activator],6%,25%,0%,11,16
CN(C)c1ccc(/C=C/C=C/c2sc3ccccc3[n+]2C)cc1,16%,-2%,41%[activator],-32%,2,-9
Cc1nc2ccccn2c1-c1ccnc(SCc2ccc(Cl)cc2)n1,5.9µM*,3%,1.9µM*,16%,1,-5
O=C(NN1CCOCC1)c1ccc([N+](=O)[O-])cc1,32%,6%,-15%,9%,-2,-7
Cc1ccc(S(=O)(=O)N2CCOCC2)cc1NC(=O)COC(=O)c1cc[n+]([O-])cc1,4%,nt,-15%,-1%,nt,nt
CN(C)CCNc1ccc(-c2nn(C)c(=O)c3ccccc23)cc1[N+](=O)[O-],-3%,5%,45%[activator],nt,1,-14
CCCn1c(C(C)Nc2nc(-c3ccc(C)cc3)cs2)nc2cc(Cl)c(Cl)cc21 (configuration not stated),16%,-3%,?,-16%,2,1
O=S(=O)(N/N=C\c1c(F)cccc1Cl)c1ccc(Cl)cc1,5%,6%,7%,-19%,1,-4
CCOC(=O)c1nnn(-c2nonc2N)c1CSc1ccccc1,nt,-17%,3.3µM*,-7%,-5,-4
CCS(=O)(=O)N1Cc2ccccc2CC1C(=O)N(C)CC(=O)Nc1ccc(F)c(F)c1F (configuration not stated),10%,nt,5%,-3%,nt,nt
COc1ccccc1C(=O)N1CCN(C2CCN(Cc3ccccc3)CC2)CC1,11%,-26%,0%,4%,43*,-5
O=C(Cn1cnc2c(nnn2-c2ccccc2)c1=O)N1CCCc2ccccc21,-11%,-3%,?,4%,1,-18
Cc1cccc(NC(=O)C(CC(C)C)NC(=O)C2CCC(C)CC2)n1 (configuration not stated),-23%,5%,?,-1%,-1,-5
Cc1nc(C)c(-c2csc(Nc3cccc(O)c3)n2)s1,33%[activator],-17%,?,-7%,45*,35*
Cc1ccc2oc(C(=O)N(Cc3ccc(N(C)C)cc3)CC3CCCO3)c(C)c2c1 (configuration not stated),-6%,nt,41%[activator],1%&1%,4,14
COc1cc2c(cc1OC)C(c1cccc([N+](=O)[O-])c1)N(C(=O)c1ccc(F)cc1)CC2 (configuration not stated),?,-1%,122%[activator],-20%,5,-3
CC(Sc1nccn1C)C(=O)NC1(C#N)CCCCC1 (configuration not stated),13%,nt,26%,13%,nt,nt
Cn1nnnc1SCC(=O)Nc1nc(-c2ccccc2)c(-c2ccccc2)o1,7%,4%,nt,3%,1,-6
CNC(=S)N1CCN(CCNC2=CC(=O)CC(C)(C)C2)CC1,3%,0%,6%,0%,-4,-7
Cc1nn(CC(=O)Nc2cccnc2)c(C)c1[N+](=O)[O-],29%[5.75 µM],-13%,-5%,2%,-2,1
Cc1ccc(Cn2cccc(NS(C)(=O)=O)c2=O)cc1,3%,?,68%[activator],-29%,-2,-2
Cc1nnc(NCCc2ccccc2)c2ccccc12,115%[activator],3%,34%[activator],-8%,42*,132*
COc1ccc(OCCCC(=O)Nc2ccc(N3CCOCC3)cc2)cc1,-23%,-3%,?,-17%,-1,2
CSc1nsc(SC)c1C(N)=O,0%,1%,5%,9%,8,-8
O=c1[nH]ncc(N2CCCCC2)c1Cl,7%,-2%,-10%,4%,-1,9
Cc1cc(SCC(=O)N2CCCC2=O)nc2c(C)cccc12,6%,nt,25%,-3%,nt,nt
O=C1/C(=C/c2ccc([N+](=O)[O-])cc2)C=C(c2ccccc2)N1c1ccccc1,9%,3%,?,0%,-3,-5
CC(C)(C)c1ccc(C(=O)NCCC(=O)N2CCN(c3ncccn3)CC2)cc1,-20%,-14%,nt,0%,-1,5
CSCCC(NS(=O)(=O)c1ccc(Cl)cc1)C(=O)OCC(=O)N1CCOCC1 (configuration not stated),7%,4%,-8%,6%,-4,20
CCCN1CCc2c(sc(NC(=O)c3ccc(S(=O)(=O)N(C)c4ccccc4)cc3)c2C(N)=O)C1,9.3µM*,7%,9.3µM*,-19%,-4,2
CN1C2C=C3C(C#N)=C(N)C(C#N)(C#N)[C@@H](c4ccsc4)[C@@H]3C1CC2 (some centres not stated),-16%,?,nt,-8%,-2,-15
CCN(CC(=O)NCc1ccc(F)cc1)C(=O)c1ccc(Cl)cc1,nt,11%,13%,6%,1,-8
Cn1nc(-c2ccccn2)nc2c(=O)n(C)c(=O)nc1-2,2.9µM*,?,2.9µM*,?,8,25
CN(c1ccc(C(=O)N2CCOCC2)cc1)S(=O)(=O)c1cccs1,19%,11%,1%,-10%,-1,-5
COc1ccc(C(=O)C2CCCN(Cc3cccn3-c3ccccn3)C2)cc1F (configuration not stated),9.3µM*,8%,-11%,-2%,2,-14
COc1ccc(C(=O)Nc2cnn(Cc3c(F)cccc3Cl)c2)cc1OC,?,1%,?,7%,12*,20
Cc1ccc(C)c(OCc2cc(C(=O)NC(C)c3cnn(C)c3)no2)c1 (configuration not stated),?,nt,?,-36%,11,17
COc1ccc(/C=N/NC(=O)c2ccc3c(c2)OCO3)cc1,-15%[0.00184 µM],-4%,-4%,-9%,27*,102*
Cc1ccc(NC(=S)N2CCC(C(N)=O)(N3CCCCC3)CC2)c(C)c1,6%,2%,48%[activator],6%,-2,-14
CCCCc1nnc(SC(C)C(=O)Nc2nccs2)n1C (configuration not stated),?,nt,-7%,-26%,-3,-5
C/C(=N\NC(=O)c1ccn(C)n1)c1ccc(NC(=O)C2CCCC2)cc1,27%,1%,12%,2%,31*,79*
CN(Cc1ccccc1)c1c([N+](=O)[O-])c(=O)n(C)c2ccccc12,?,-11%,?,8%,2,-11
COc1ccc(N2CCN(C(=O)CSc3nnc(Cn4nnc5ccccc54)n3C)CC2)cc1,?,-22%,?,-6%,-2,7
O=C(/C=C/C#Cc1cccc(NS(=O)(=O)c2ccccc2)c1)NO,nt,-12%,nt,nt,13,65*
CC(C)C[C@@H](C(=O)NC1CCN(Cc2ccccc2)CC1)N1C(=O)N2CCc3c([nH]c4ccccc34)[C@@]2(C)C1=O,?,-1%,?,17%,-3,9
O=C(CC(NC(=O)c1ccccc1)c1ccccc1)Nc1ccc(F)c(F)c1 (configuration not stated),-8%,-6%,-1%,nt,2,12
COc1cccc2c(=O)n(CC(=O)N3CCc4ccccc43)ccc12,6%,6%,26%,-10%,-1,-2
CC(=O)c1ccc(NC(=O)C(C)NCc2ccccc2Cl)cc1 (configuration not stated),-24%,1%,?,0%,24*,23
Cc1nn(C(C)(C)C)c(OC(=O)c2cccs2)c1Sc1ccccc1,nt,0%,nt,0%,-3,-8
O=C(CSc1ccc(Cl)cc1)Nc1cccc(-c2nc3ccccc3[nH]2)c1,3.7µM*,6%,?,-4%,7,-1
Cc1cc(C)n(-c2nc(C(F)(F)F)nc3ccccc23)n1,31%[activator][5.75 µM],6%,14%[5.75 µM],5%,-3,8
COc1ccc2c(COC(=O)CCS(=O)(=O)c3ccccc3)cc(=O)oc2c1,18%,4%,31%[activator],-16%,-1,-4
O=C(O)c1cccc(NC(=S)N/N=C/c2c[nH]c3ccccc23)c1,nt,10%,?,1%,20,33
CCCCNC(=O)N(c1c(N)n(Cc2ccccc2)c(=O)[nH]c1=O)C1CCCC1,5%,-6%,1%,-2%,2,-1
# Next part.
SMILES,Pf growth 48h,FBPA Giardia inh,Pf growth 96h,Sm TGR inh,Cycloheximide cs,Shiga toxin inh
COc1cc(/C=C2/C(=O)NN(c3ccc(F)cc3)C2=O)cc(Cl)c1O,36%[activator],?,?,-8%,0,-8
CCCCOC(=O)Nc1sc2c(c1C(=O)OC)CCC2,-6%,0%,-20%,6%,-4,-4
CCOC(=O)C1CCN(C(=O)c2cn(C)c(=O)c3cc(OC)c(OC)cc23)CC1,-8%,-6%,-4%,?,-5,-8
O=C(CN1C(=O)c2ccccc2C1=O)Nc1ccccc1C(=O)NC1CCCCC1,-10%,1%,nt,-10%,-1,-14
CCCCOc1ccc(C(=O)Nc2ccc(OCC(=O)N3CCOCC3)cc2)cc1,-6%,-3%,?,?,26*,51*
Cc1cc(O)c(S(=O)(=O)c2ccccc2)c(C)c1NS(=O)(=O)c1ccccc1,?,5%,102%[activator],-7%,0,-9
O=C(/C=C/c1ccc(F)cc1)NCC1(c2ccccc2)CCOCC1,?,-3%,?,2%,8,-16
CS(=O)(=O)c1ccc(C(=O)Nc2ccc(N3CCOCC3)cc2)c(Cl)c1,-7%,6%,16%,-16%,10,12
COc1ccc(Nc2nc(N)nc(CSc3n[nH]c(-c4ccccc4)n3)n2)cc1,?,-2%,nt,2%,13,-13
COC(=O)c1[nH]c2cc(OC)ccc2c1NC(=O)CCN1CCCC(C)(C)C1,1%,2%,1.7µM*,10%,-5,-19
CCOc1ccccc1C(=O)Nc1nccs1,10%,1%,6.6µM*,0%,-2,31
CCC(=O)Nc1nc2ccccc2n1Cc1ccc(C)cc1,2.9µM*,17%,0%,5%,-2,-13

# Pulled by compound from the entries so far, 7 records:
SMILES,Pf growth 48h,FBPA Giardia inh,Pf growth 96h,Sm TGR inh,Cycloheximide cs,Shiga toxin inh
Cc1cc(O)c(S(=O)(=O)c2ccccc2)c(C)c1NS(=O)(=O)c1ccccc1,?,5%,102%[activator],-7%,0,-9
CCCN(C(=O)c1ccco1)c1nnc(-c2cccc(C)c2)s1,3%,-7%,30%,5%,61*,72*
COc1ccc(Nc2nc(N)nc(CSc3n[nH]c(-c4ccccc4)n3)n2)cc1,?,-2%,nt,2%,13,-13
Cc1ccc(Cn2cccc(NS(C)(=O)=O)c2=O)cc1,3%,?,68%[activator],-29%,-2,-2
O=c1[nH]ncc(N2CCCCC2)c1Cl,7%,-2%,-10%,4%,-1,9
C/C(=N\NC(=O)c1ccn(C)n1)c1ccc(NC(=O)C2CCCC2)cc1,27%,1%,12%,2%,31*,79*
CCC(=O)Nc1nc2ccccc2n1Cc1ccc(C)cc1,2.9µM*,17%,0%,5%,-2,-13

# New compounds follow.
SMILES,Pf growth 48h,FBPA Giardia inh,Pf growth 96h,Sm TGR inh,Cycloheximide cs,Shiga toxin inh
COc1cnc(-c2ccccc2)nc1Oc1ccccc1C,?,1%,?,7%,3,3
CS(=O)(=O)c1ccc(C(=O)Nc2nc(-c3ccco3)c(-c3ccco3)s2)cc1,-4%,nt,-12%,3.5µM*,nt,nt
CC(NC(=O)COC(=O)c1ccc([N+](=O)[O-])s1)c1ccccc1 (configuration not stated),6%,-4%,13%,?,-1,2
COc1ccc2c(c1)c(C(=O)O)c(C)n2CCc1ccc(OC)c(OC)c1,?,13%,6%,-6%,2,nt
CCC1CCCCN1CCNC(=O)C1CCN(S(=O)(=O)c2cccc3nsnc23)CC1 (configuration not stated),-15%,nt,?,3%,-1,4
COc1ccccc1N(CC(=O)N/N=C(\C)c1ccccc1O)S(=O)(=O)c1ccc(C)cc1,?,3%,?,-21%,-2,-3
Cc1cccc(C)c1NC(=S)NN(Cc1ccccc1)c1ccccc1,nt,6%,4.7µM*,-4%,-4,-4
